Bioassay records as filed in PubChem BioAssay.
MazEF act: MazEF (E. coli) toxin RNase activation; FAM/BHQ RNA-DNA oligo cleavage fluorescence, 5 h; activation, % at 20 µM; 350,000 tested, 0.32% active; AID 504720; in the data active = activation above about 50%
Target sequence (P0AE70 whole entry, looked up): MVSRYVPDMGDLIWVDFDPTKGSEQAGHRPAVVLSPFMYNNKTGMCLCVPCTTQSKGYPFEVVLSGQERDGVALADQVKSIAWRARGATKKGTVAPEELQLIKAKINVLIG
FadD28 FP inh: blocks FadD28 binding to the bisubstrate probe; inhibition, % at 12.5 µM; 360,000 tested, 0.22% active; AID 588549; fluorescence polarization; in the data active = inhibition above about 8.5%, passing the limit was not always enough; inconclusive = no clear call, values can overlap the other calls
FBA Mtb inh: inhibits M. tuberculosis FBA enzyme; AID 588726; inhibition, % at 1 µM; 360,000 tested, 2.3% active; purified M. tuberculosis FBA, fluorescence read-out; in the data active = inhibition above about 27%;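 also: 0% = vehicle and 100% = reference inhibitor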
Target sequence (P9WQA3 whole entry, looked up): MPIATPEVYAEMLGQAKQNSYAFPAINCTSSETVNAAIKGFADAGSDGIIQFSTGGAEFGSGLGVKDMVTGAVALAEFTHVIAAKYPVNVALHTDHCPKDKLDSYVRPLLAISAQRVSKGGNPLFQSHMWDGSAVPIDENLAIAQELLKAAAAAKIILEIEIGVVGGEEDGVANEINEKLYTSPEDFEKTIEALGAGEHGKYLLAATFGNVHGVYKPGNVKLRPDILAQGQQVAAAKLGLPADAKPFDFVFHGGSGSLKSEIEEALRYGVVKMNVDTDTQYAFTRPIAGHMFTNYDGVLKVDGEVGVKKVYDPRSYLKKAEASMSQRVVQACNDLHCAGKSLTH
Rv3671c protease: inhibitors of M. tuberculosis serine protease Rv3671c. P9WHR9. inhibition, % at 5.96 µM. 320,000 tested, 0.048% active; in the data active = inhibition above about 38%;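 also: extracellular domain of Rv3671c used as enzyme; 0% = enzyme with DMSO and 100% = no enzyme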
BoNT-F LC inh: inhibitors of Botulinum neurotoxin F light chain protease. Multiplex microsphere protease cleavage assay, flow cytometry. inhibition, % at 10 µM. 360,000 tested, 0.22% active. AID 588497; in the data active = inhibition above about 35%, passing the limit was not always enough; inconclusive = no clear call, values can overlap the other calls; also: plate controls were buffer without enzyme for full effect and enzyme alone for no effect
VHR inh abs: blocks human VHR1 dual specificity phosphatase | P51452 | recombinant VHR phosphatase, pNPP absorbance | inhibition, % at 13.3 µM | 290,000 tested, 0.52% active | AID 1654; in the data active = inhibition above about 50%; also: some compounds called inactive have numbers as strong as hits
UGM FP inh: inhibitors of M. tuberculosis UDP-galactopyranose mutase. P9WIQ1. purified UGM, fluorescence polarization probe displacement. inhibition, % at 10 µM. 320,000 tested, 0.06% active; in the data active = inhibition above about 10%, passing the limit was not always enough; inconclusive = no clear call, values can overlap the other calls
Target sequence (P9WIQ1 whole entry, looked up): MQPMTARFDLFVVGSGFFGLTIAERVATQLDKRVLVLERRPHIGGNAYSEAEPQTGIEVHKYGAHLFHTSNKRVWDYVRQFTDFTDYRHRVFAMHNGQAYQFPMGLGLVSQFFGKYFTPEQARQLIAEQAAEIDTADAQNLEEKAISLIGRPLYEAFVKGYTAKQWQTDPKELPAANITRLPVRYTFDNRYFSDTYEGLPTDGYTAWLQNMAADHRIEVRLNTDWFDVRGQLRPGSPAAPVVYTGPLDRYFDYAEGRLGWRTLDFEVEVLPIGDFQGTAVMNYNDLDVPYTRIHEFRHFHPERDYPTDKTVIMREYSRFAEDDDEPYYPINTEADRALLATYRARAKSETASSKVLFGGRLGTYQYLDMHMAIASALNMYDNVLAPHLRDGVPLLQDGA
GDH-TPI inh: counter-screen for M. tuberculosis FBA inhibitors: GDH-TPI coupled enzymes; AID 588335; inhibition, % at 4.8 µM; 360,000 tested, 1.2% active; GDH-TPI coupled enzyme counterscreen, NADH absorbance;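 also: 0% = DMSO wells and 100% = wells lacking the enzyme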
CCHFV vOTU inh: CCHFV vOTU protease inhibition; Pep-AMC fluorescence; inhibition, % at 11.5 µM; 370,000 tested, 0.55% active; AID 651958; also: 0% = vehicle wells with enzyme and 100% = no enzyme wells
BioA inh: BioA (M. tuberculosis) enzyme inhibition; purified M. tuberculosis BioA enzyme, plate reader; inhibition, % at 9.99 µM; 360,000 tested, 0.096% active; AID 602481; in the data active = inhibition above about 40%; inconclusive = no clear call, values can overlap the other calls
The depositor's hits bear a star; ? = inconclusive; . = no result given. Rule as the data show it, unless noted: active = inhibition above about 30%; inactive = the rest.

SMILES	MazEF act	FadD28 FP inh	FBA Mtb inh	Rv3671c protease	BoNT-F LC inh	VHR inh abs	UGM FP inh	GDH-TPI inh	CCHFV vOTU inh	BioA inh
Cc1cccc(C)c1N1CC(=O)N(c2c(C)cccc2C)CC1=O	4	-2.5	4	-2	10	-8	0.1	-5	5	-0.9
CCCOC(=S)NC(=O)c1sc2ccccc2c1Cl	3	-2.5	1	-8	1	1	-1.2	-5	2	0.6
CCOC(=O)/C=C/CN(C(=O)OC(C)(C)C)S(=O)(=O)N1CC=CC1	4	-0.2	6	-1	4	18	3.6	3	5	0.2
CCCCNC(=O)C1(C)CCC(=O)N1CCOc1ccccc1 (stereo not drawn)	.	0.5	2	.	-5	.	.	.	19	-1.2
COc1ccc(CCNC(=O)Nc2ccc([N+](=O)[O-])cc2)cc1OC	4	0.2	-1	-6	-8	26	1.6	30	13	.
Nc1nc(SCC(=O)N2N=C3/C(=C\c4ccco4)CCCC3C2c2ccco2)n[nH]1 (stereo not drawn)	-9	-1.7	-1	.	8	.	.	33*	8	.
Cc1cccc(-n2nc(C)cc2N)c1	4	-1.8	0	3	-15	31	-2.3	10	-5	0.6
COCCN(C(=O)COC(=O)c1sccc1C)c1c(N)n(Cc2ccccc2)c(=O)[nH]c1=O	3	0.8	3	-1	2	10	-0.2	-4	-6	-2.0
Cc1cc(C)nc(Nc2n[nH]c(-c3cccc4ccccc34)n2)n1	7	-0.3	9	-21	8	20	-2.9	8	-6	-2.0
Cc1nn(-c2ncc(C(F)(F)F)cc2Cl)c(=O)n1-c1ccccc1	7	-2.3	-11	-2	12	15	1.0	10	7	-2.5
COC(=O)C1=CN(Cc2ccc(OC)cc2)C=C(C(=O)OC)C1c1ccc(O)c(OC)c1	8	0.6	2	4	.	65	0.8	12	-33	0.2
Cc1cc(Br)c(NC(=O)CSc2n[nH]c(N)n2)c(Br)c1	2	-1.9	-2	-12	-6	.	-2.1	6	7	0.1

2 compounds from above with just MazEF act and FBA Mtb inh:
| molecule | MazEF act | FBA Mtb inh |
| --- | --- | --- |
| Cc1cc(C)nc(Nc2n[nH]c(-c3cccc4ccccc34)n2)n1 | 7 | 9 |
| Cc1nn(-c2ncc(C(F)(F)F)cc2Cl)c(=O)n1-c1ccccc1 | 7 | -11 |

The listing continues:
SMILES	MazEF act	FadD28 FP inh	FBA Mtb inh	Rv3671c protease	BoNT-F LC inh	VHR inh abs	UGM FP inh	GDH-TPI inh	CCHFV vOTU inh	BioA inh
COc1ccc(C(=O)CCc2ccccc2O)c(OC)c1	8	-3.2	2	-1	-13	2	0.6	-16	18	3.6
CC(C)OC(=O)CSc1nnc(-c2ccco2)n1N	4	-2.1	-4	2	-15	7	-1.3	5	1	0.0
CN(C)c1ccnc(N(Cc2ccccc2)Cc2ccccc2)c1C#N	-4	-2.3	-2	5	-11	30	2.4	3	.	1.1
CC(=O)NCCc1c[nH]c2ccccc12	-8	0.1	4	-3	1	25	-0.8	21	-2	-1.6
Cc1ccc(C(=O)NCCN2CCNC2=O)cc1	9	-2.9	1	-5	-31	3	0.5	4	-11	-0.2
Cc1cc2c(c(SCC(=O)Nc3ccc(C)c(C)c3)n1)C(=O)OC2	12	-0.2	1	6	3	-15	-2.7	15	10	.
COc1cc(CN2CC(C)OC(C)C2)cc(OC)c1 (stereo not drawn)	-2	1.8	0	3	5	.	-4.3	7	-16	.
CC1(C)Cc2ccccc2C2=NNC(=O)C2=N1	-3	-1.5	-5	-14	-1	-13	-1.4	0	-129	-0.2
COc1ccc(NC(=O)Nc2cccc([N+](=O)[O-])c2)cc1Cl	106*	16*	-2	-15	-4	49	-3.1	-1	-3	2.0
O=C(CSc1nnc2c(Cl)cc(C(F)(F)F)cn12)NCc1ccc(F)cc1	4	-2.9	5	1	-13	8	4.9	2	8	.
Cn1ccc(NC(=O)c2ccc([N+](=O)[O-])cc2)n1	2	-0.1	-1	-7	2	.	1.6	6	4	-2.3
COc1ccc(C(=O)/C=C/c2ccc(O)cc2)c(O)c1CC=C(C)C	-20	-8.3	-5	-54	1	5	-0.2	10	20	-3.6

Entries of single compounds as entered above. Values in the order: MazEF act	FadD28 FP inh	FBA Mtb inh	Rv3671c protease	BoNT-F LC inh	VHR inh abs	UGM FP inh	GDH-TPI inh	CCHFV vOTU inh	BioA inh
Results for `Cc1cc(Br)c(NC(=O)CSc2n[nH]c(N)n2)c(Br)c1` → 2	-1.9	-2	-12	-6	.	-2.1	6	7	0.1
Results for `Cc1cccc(C)c1N1CC(=O)N(c2c(C)cccc2C)CC1=O` → 4	-2.5	4	-2	10	-8	0.1	-5	5	-0.9

(listing goes on)
SMILES	MazEF act	FadD28 FP inh	FBA Mtb inh	Rv3671c protease	BoNT-F LC inh	VHR inh abs	UGM FP inh	GDH-TPI inh	CCHFV vOTU inh	BioA inh
CC1=C/C(=N\N=C2\NC(=O)C(CC(=O)Nc3ccccc3F)S2)CC(C)(C)C1 (stereo not drawn)	4	0.9	-1	-15	-8	11	5.2	17	-6	-3.1
CC(C)COC(=O)/C(C#N)=C/c1cn(Cc2ccccc2)c2ccccc12	1	-1.6	5	-7	-5	16	-2.5	4	-5	-2.1
O=C(NNC(=O)C12CC3CC(CC(Cl)(C3)C1)C2)c1ccncc1	-2	-1.1	3	2	5	.	.	0	-16	-0.2
O=C(O)CC1(CC(=O)NCc2ccc(C(F)(F)F)cc2)CCCCC1	8	-2.4	-4	6	?	10	0.9	-2	-3	-2.0
COc1ccc(NC(=O)C2CCN(C(=O)NCc3ccccc3)CC2)cc1	11	-0.3	0	-1	2	10	0.5	10	-10	0.3
Cc1cc(C(=O)CN(Cc2ccc(F)cc2)S(=O)(=O)c2ccc3c(c2)OCCO3)c(C)n1C	-1	-2.2	4	-7	-4	19	1.2	-5	-1	-0.2
O=C(C[N+]1(CC#Cc2ccccc2)CCCCC1)c1ccccc1	7	-1.3	1	2	-1	-10	-0.6	5	-7	-0.3
Cc1ccc(OCC(=O)Nc2ccc3c(c2)nc(CCN2CCN(C)CC2)n3C)cc1	-4	0.0	1	3	-10	27	0.5	2	-11	.
Cc1ccc(S(=O)(=O)N2CC2(C)CCl)cc1 (stereo not drawn)	0	-2.8	4	5	-1	20	-1.4	-1	-2	.
CCc1ccc(NC(=O)C(C)OC(=O)Cc2cc(OC)c(OC)c(OC)c2)cc1 (stereo not drawn)	1	-2.8	-1	5	-7	.	.	-3	-6	.
CCCN1CCC(NC2CCC(O)CC2)CC1 (stereo not drawn)	6	-3.0	1	-3	-33	26	4.0	-1	4	-2.0
CN(C)C(=O)Oc1ccc(OC(=O)c2ccccc2)cc1	0	0.5	4	-1	-7	-11	0.4	12	-13	.
CCOc1ccccc1-c1ccc2nccn2c1	.	-0.3	6	.	9	.	.	20	3	-1.2
O=c1cc(O)c2sc3nc4c(c(C(F)(F)F)c3c2[nH]1)CCCCC4	5	-5.0	3	-6	-1	24	0.6	12	6	.
COc1cc(C(C(=O)NC2CCCC2)N(C(=O)c2ccco2)c2ccccc2C(C)=O)cc(OC)c1OC (stereo not drawn)	-12	-0.4	2	1	2	16	1.9	-2	12	-0.1
CCOc1ccc(C(O)c2nccn2Cc2ccccc2)cc1 (stereo not drawn)	-9	-2.7	0	2	-14	18	1.1	8	-8	.
CCc1ccccc1NC(=O)C1NC(=O)CC1c1ccccc1 (stereo not drawn)	5	-3.5	1	12	1	34	0.0	-9	-4	-0.8
Cc1ccc2c(c1)C1CN(C)CCC1N2C(=O)c1ccccc1NS(=O)(=O)c1ccc(F)cc1 (stereo not drawn)	2	-0.8	-2	5	4	30	0.8	-3	-2	-1.5
CCOC(=O)N1CCN(C(=O)c2cc(S(=O)(=O)N3CCCC3)cn2C)CC1	8	0.9	3	-8	-1	12	-2.4	4	-1	0.1
CC(C)(C)C(=O)NC1CCN(S(=O)(=O)c2ccccc2F)CC1	4	-0.1	8	-9	-2	22	2.1	3	-11	2.5
CC(C)CN(CC(C)C)C(=O)C12CCC(C)(C(=O)C1)C2(C)C (stereo not drawn)	0	-1.0	-4	-4	7	16	-1.3	5	-10	.
CN1CCN(c2oc(-c3ccco3)nc2S(=O)(=O)c2ccccc2)CC1	8	0.7	1	0	4	13	1.3	16	8	-2.8
CCOc1ccc(-c2cccc(NS(=O)(=O)c3cc([N+](=O)[O-])ccc3C)c2)nn1	1	-2.1	4	-6	-5	.	3.9	-8	7	1.4
CC1Cc2ccccc2N1CC(=O)Nc1ccc(Cl)c(S(=O)(=O)N(C)C)c1 (stereo not drawn)	5	-3.5	4	-8	-3	-2	1.8	-2	8	.

Some of the entries so far, in CSV form.
structure,MazEF act,FadD28 FP inh,FBA Mtb inh,Rv3671c protease,BoNT-F LC inh,VHR inh abs,UGM FP inh,GDH-TPI inh,CCHFV vOTU inh,BioA inh
CC(C)(C)C(=O)NC1CCN(S(=O)(=O)c2ccccc2F)CC1,4,-0.1,8,-9,-2,22,2.1,3,-11,2.5
CCOc1ccc(-c2cccc(NS(=O)(=O)c3cc([N+](=O)[O-])ccc3C)c2)nn1,1,-2.1,4,-6,-5,.,3.9,-8,7,1.4
CCOc1ccc(C(O)c2nccn2Cc2ccccc2)cc1 (stereo not drawn),-9,-2.7,0,2,-14,18,1.1,8,-8,.
Cc1ccc2c(c1)C1CN(C)CCC1N2C(=O)c1ccccc1NS(=O)(=O)c1ccc(F)cc1 (stereo not drawn),2,-0.8,-2,5,4,30,0.8,-3,-2,-1.5
CCOc1ccccc1-c1ccc2nccn2c1,.,-0.3,6,.,9,.,.,20,3,-1.2
CCc1ccccc1NC(=O)C1NC(=O)CC1c1ccccc1 (stereo not drawn),5,-3.5,1,12,1,34,0.0,-9,-4,-0.8
COc1cc(C(C(=O)NC2CCCC2)N(C(=O)c2ccco2)c2ccccc2C(C)=O)cc(OC)c1OC (stereo not drawn),-12,-0.4,2,1,2,16,1.9,-2,12,-0.1

Other compounds:
SMILES	MazEF act	FadD28 FP inh	FBA Mtb inh	Rv3671c protease	BoNT-F LC inh	VHR inh abs	UGM FP inh	GDH-TPI inh	CCHFV vOTU inh	BioA inh
CC(C)C(NC(=O)OC(C)(C)C)C(=O)NC(CCC(=O)OCc1ccccc1)C(N)=O (stereo not drawn)	-5	-1.6	3	8	-5	1	1.0	-1	19	.
COc1cc(NC(=O)c2ccccc2)ccc1NC(=O)Cc1ccccc1	2	1.0	5	-2	?	-12	1.6	-7	6	0.0
Cc1ccc(-c2nn(C)c(=O)c3ccccc23)cc1CNC(=O)CSc1nc2ccccc2o1	4	-1.8	-1	2	6	41	1.7	0	7	0.9
COc1ccc(C(=O)NC2CCCCCC2)cc1OC1CCN(C(C)=O)CC1	7	-0.6	-3	1	2	35	-2.8	1	11	3.4
O=C(Nc1ccccc1)c1ccccc1N=Cc1ccccc1O	1	-5.3	18	2	-3	21	0.6	-5	-21	.
Oc1ccccc1/C=N/n1c(-c2cccs2)n[nH]c1=S	0	1.0	5	6	-20	-4	1.4	-2	.	-1.1
O=[N+]([O-])c1ccccc1/C=C\C=N\N1CCN(c2ccccc2)CC1	0	-2.0	0	4	-6	19	2.3	4	-7	1.9
O=C(CN(Cc1ccccc1)S(=O)(=O)c1ccccc1)N/N=C/c1ccc2c(c1)OCO2	-6	-5.2	-6	-10	-1	42	1.3	2	7	0.7
